NR2F2 inh = NR2F2 (human) inhibition, primary screen. P24468. HEK293T NGFI-A luciferase reporter, luminescence. inhibition, % at 8.6 µM. 370,000 compounds, 0.7% hits. AID 686940;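 active = inhibition above a per-plate cutoff, mean inhibition of test wells between control levels plus 3 SD, cut at about 38% in these data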;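 also: cells cotransfected with COUP-TFII expression vector driving the NGFI-A reporter; 0% = median of COUP-TF2 test wells and 100% = reporter-only cells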
Target sequence (P24468 whole entry, looked up): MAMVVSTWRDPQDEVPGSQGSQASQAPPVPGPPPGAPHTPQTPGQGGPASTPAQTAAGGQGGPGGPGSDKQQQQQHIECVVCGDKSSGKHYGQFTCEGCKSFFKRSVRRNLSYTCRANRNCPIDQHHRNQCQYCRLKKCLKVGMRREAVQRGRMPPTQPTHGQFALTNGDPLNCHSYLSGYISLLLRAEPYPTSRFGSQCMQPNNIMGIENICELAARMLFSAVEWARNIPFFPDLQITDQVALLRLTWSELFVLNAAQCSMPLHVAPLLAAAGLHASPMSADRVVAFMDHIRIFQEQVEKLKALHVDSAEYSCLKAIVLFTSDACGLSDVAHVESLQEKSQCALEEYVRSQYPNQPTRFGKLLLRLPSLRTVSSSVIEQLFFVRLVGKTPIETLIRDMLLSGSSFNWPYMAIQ
TWEAK-Fn14 inh = blocks TWEAK-Fn14 interaction in a reporter cell assay; TWEAK-stimulated Fn14 reporter cells, luciferase luminescence, 8 h; inhibition, % at 10 µM; 360,000 compounds, 2% hits; in the data active = inhibition above about 50%
NCOA3 inh = inhibitors of human steroid receptor coactivator 3 (SRC3); inhibition, % at 3.6 µM; 360,000 compounds, 0.17% hits; HEK293 GAL4-SRC3 luciferase reporter, luminescence;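 active = inhibition above a per-campaign cutoff, the mean of all compounds plus 3 SD, cut at about 60% in these data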;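 also: 0% = DMSO-treated cells and 100% = gossypol-treated cells at 36 µM; higher means less SRC3-driven luciferase light from the GAL4 reporter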
KKLEB cytotox = counter-screen for CF NF-kB inhibitors: cytotoxicity; KKLEB CF airway cells viability, ATPlite luminescence, overnight; active compounds read low; cells stimulated with P. aeruginosa culture filtrate; activity change (cytotoxicity), % at 5 µM; 360,000 compounds, 0.36% hits;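 active = corrected activity change at or below -50% at 5 µM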
SRC1 inh = human NCOA1 inhibition; Q15788; HEK293 GAL4-SRC1 luciferase reporter, luminescence; inhibition, % at 3.6 µM; 360,000 compounds, 0.12% hits; AID 588354;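 active = inhibition above the campaign mean plus 3 SD, with each screening campaign given its own cutoff, cut at about 60% in these data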;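 also: 0% = DMSO treated cells and 100% = gossypol at 36 µM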
Shn3 inh set2 = Schnurri-3 reporter inhibition in Clone20 osteoblasts; Clone20 osteoblast Shn3 3'UTR firefly luciferase, 24 h; inhibition, % at 12.5 µM; 360,000 compounds, 0.52% hits; AID 588674;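 active = mean inhibition of at least 75% with every replicate also reaching 75%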;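 also: 0% = median of neutral control wells and 100% = pilot-screen positive control compound; some compounds past the cut are filed as inactive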
TROY NFkB inh = TROY signaling inhibition; inhibition, % at 10 µM; Q293 LMP1-TROYcd NF-kB luciferase reporter, 4 h; 360,000 compounds, 0.98% hits;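 active = compounds whose plate-normalised and pattern-corrected inhibition of the luciferase reporter signal at the single screening dose is 50% or more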
LRH-1 inv ag = inverse agonists of human LRH-1 (NR5A2); 360,000 compounds, 0.13% hits; O00482; inhibition, % at 3.6 µM; HEK293T StAR-luciferase reporter, LRH-1 transfected, 24 h;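 active = inhibition above the mean inhibition of all tested compounds plus 3 SD, cut at about 73% in these data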;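 also: 0% = DMSO wells and 100% = reporter-only cells lacking LRH-1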
Target sequence (O00482 whole entry, looked up): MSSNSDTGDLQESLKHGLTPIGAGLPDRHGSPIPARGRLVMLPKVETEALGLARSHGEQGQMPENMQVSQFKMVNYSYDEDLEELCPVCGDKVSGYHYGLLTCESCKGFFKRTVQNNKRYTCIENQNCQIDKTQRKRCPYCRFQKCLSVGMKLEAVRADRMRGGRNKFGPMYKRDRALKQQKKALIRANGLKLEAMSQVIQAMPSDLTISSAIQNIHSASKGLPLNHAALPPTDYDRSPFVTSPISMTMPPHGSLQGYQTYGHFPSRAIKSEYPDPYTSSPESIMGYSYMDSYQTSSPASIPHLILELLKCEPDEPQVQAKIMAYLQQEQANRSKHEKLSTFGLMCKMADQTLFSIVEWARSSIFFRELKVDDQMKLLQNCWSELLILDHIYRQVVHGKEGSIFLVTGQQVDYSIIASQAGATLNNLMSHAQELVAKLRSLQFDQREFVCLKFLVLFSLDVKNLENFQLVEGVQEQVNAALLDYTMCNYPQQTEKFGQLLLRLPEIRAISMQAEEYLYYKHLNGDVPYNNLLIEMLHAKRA
CF NFkB block = blocks PAF-induced NF-kB reporter in cystic fibrosis cells; KKLEB NF-kB-GFP reporter, GFP fluorescence overnight; inhibition, % at 5 µM; 360,000 compounds, 0.86% hits;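 active = at least 50% inhibition at 5 µM, scaled per plate between neutral and stimulator controls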;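 also: PAF is a Pseudomonas aeruginosa culture filtrate used as stimulus; plate controls were PAF-stimulated DMSO wells for no effect and unstimulated DMSO wells for full effect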
TRAIL sens C8 = sensitizes caspase-8 expressing cells to TRAIL; NB7+C8 cells + TRAIL, ATPlite viability luminescence; inhibition (viability loss, TRAIL sensitization), % at 10 µM; 360,000 compounds, 1% hits; AID 624354;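 active = compounds causing at least 50% loss of cell viability in the single-dose screen, relative to plate controls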
EBV LMP1 NFkB = inhibitors of Epstein-Barr LMP1-induced NF-kappaB reporter | LMP1-induced NF-kappaB luciferase reporter cells, luminescence | inhibition, % at 12.5 µM | 350,000 compounds, 0.69% hits | AID 504558; in the data active = inhibition above about 41%;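 also: 0% = neutral control wells and 100% = reference inhibitor control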
An asterisk follows results filed as active; . = not tested or not shown.

SMILES	NR2F2 inh	TWEAK-Fn14 inh	NCOA3 inh	KKLEB cytotox	SRC1 inh	Shn3 inh set2	TROY NFkB inh	LRH-1 inv ag	CF NFkB block	TRAIL sens C8	EBV LMP1 NFkB
COc1cccc(CN2CCC(N(CCc3ccccc3)Cc3ccccc3)CC2)c1OC	10	0	5	-10	22	54	-11	-5	20	33	-6
O=C(CCN1C(=O)COc2ccccc21)N1CCN(c2ccccc2)CC1	12	18	22	1	5	2	-9	6	-15	-5	-14
CCN(Cc1ccccc1)C(c1cccc(C#N)c1)c1nnnn1C(C)(C)C (stereo not drawn)	-10	4	23	-4	-4	0	-8	7	-4	2	-9
CC(=O)c1cc2c(cc1NC(=O)CCCC(=O)O)OCO2	-12	-4	0	-6	-5	-2	1	5	1	-5	-3
COc1cc2[nH]c(=O)c(C(=O)NCc3ccc(F)cc3)c(O)c2cc1OC	7	-18	-11	-18	-5	9	-22	16	8	-1	-32
COCCCNCCOCCOc1c(OC)cccc1OC	6	5	6	1	16	16	1	11	1	8	2
Cn1nc(-c2ccccc2)c(C(O)c2ccccc2C(F)(F)F)c1Cl (stereo not drawn)	-9	7	2	3	-12	2	-2	20	10	7	1
COc1ccc(C(=O)/C=C/Nc2ccccn2)c(OC)c1	-55	-4	-98	-1	-109	-137	-76	-200	8	9	.
CC(Oc1ccc(F)cc1Br)c1nc2ccccc2c(=O)[nH]1 (stereo not drawn)	-19	-2	-16	-16	-2	-11	-31	-3	7	-2	-13
O=C(Cn1c(=O)c2cccn2c2ccc(F)cc21)NCCCN1CCN(c2ccccc2F)CC1	16	6	-2	2	13	-1	16	16	7	25	-4
c1cc(C(c2nnnn2C2CCCC2)N2CCOCC2)ccn1 (stereo not drawn)	-29	-6	19	-11	5	-35	-2	-21	-10	7	-3
O=C(O)c1cnn2c(-c3ccccc3)ccnc12	6	-7	-5	0	-7	11	7	1	4	3	8
CC1(c2nnc(-c3ccc(F)cc3)o2)CC(c2ccc(F)cc2)=NO1 (stereo not drawn)	-7	-8	9	-17	7	-8	-4	9	-5	-5	3
CC(C)(C)C1CCc2onc(C(=O)Nc3ccc4c(c3)OCO4)c2C1 (stereo not drawn)	-4	-17	-7	-3	11	7	-6	-8	44	2	35
O=C(Nc1cccc(S(=O)(=O)N2CCCC2)c1)[C@@H]1O[C@H](CO)[C@H](O)[C@H](O)[C@H]1O	9	31	-14	-8	2	-4	-1	12	7	-26	.
COCCCNC(=O)CNC(=S)N(Cc1ccc(F)cc1)C1CCCCC1	1	-15	-21	1	5	4	-14	13	4	10	-3
CCCCN(CCCNC(=O)c1ccc(CS(=O)(=O)c2ccc(OC)cc2)o1)Cc1ccccc1	6	-15	10	-1	1	-1	1	7	10	-8	2
CCCSc1oc(-c2ccco2)nc1S(=O)(=O)c1ccc(C)cc1	4	-5	4	-11	7	17	-9	18	33	6	3
CC1CCN(c2c(NCc3ccc(C(=O)NCc4ccccc4)cc3)c(=O)c2=O)CC1	-27	2	22	-4	-16	-1	-17	-5	16	0	10
O=C(NNc1ccccc1)C(=O)NNS(=O)(=O)c1ccc([N+](=O)[O-])cc1	-7	-16	27	16	10	-7	-27	51	-7	4	-63

Next section, overlapping the part above by two compounds.
SMILES	NR2F2 inh	TWEAK-Fn14 inh	NCOA3 inh	KKLEB cytotox	SRC1 inh	Shn3 inh set2	TROY NFkB inh	LRH-1 inv ag	CF NFkB block	TRAIL sens C8	EBV LMP1 NFkB
CC1CCN(c2c(NCc3ccc(C(=O)NCc4ccccc4)cc3)c(=O)c2=O)CC1	-27	2	22	-4	-16	-1	-17	-5	16	0	10
O=C(NNc1ccccc1)C(=O)NNS(=O)(=O)c1ccc([N+](=O)[O-])cc1	-7	-16	27	16	10	-7	-27	51	-7	4	-63
CC(C)(C)NC(=O)CSc1ccc(C(C)(C)C)cc1	5	-1	11	-10	-2	4	-37	-13	-18	3	-3
C/C(=N\NC(=O)Cc1c(C)[nH][nH]c1=O)c1ccc(Cl)c(Cl)c1	10	8	6	-5	-8	2	7	10	-24	-8	-5
CC1(CCc2ccccc2)NC(=O)N(CC(=O)Nc2ccc(OC(F)F)cc2)C1=O (stereo not drawn)	-7	2	-22	-7	-10	-2	-4	-6	0	-25	-3
N=c1n(CCOc2ccccc2)c2ccccc2n1CCN1CCOCC1	7	-7	5	-5	-18	8	-9	13	7	-6	-2
O=C(O)CCC(=O)N1CCC(n2nnc3cc(C(F)(F)F)ccc32)CC1	3	-17	6	3	-14	-2	2	-17	7	26	-6
COc1cccc(CNCC(O)(c2ccc(Cl)cc2)c2ccc(Cl)cc2)c1	11	12	19	-10	-10	50	6	8	7	1	4
O=C(Nc1ccccc1Oc1ccsc1C(=O)O)c1ccccc1F	1	3	-14	12	13	12	3	-1	-20	-5	-2
COC(=O)/C(C#N)=C/c1c(Oc2cc(C)cc(C)c2)nc2c(C)cccn2c1=O	-5	-2	-60	2	-86	-117	-1	-117	6	-15	-5
NS(=O)(=O)c1ccc(NC(=O)CSc2nc3ccccc3nc2N2CCOCC2)cc1	0	-1	-2	2	-6	3	1	-6	-9	11	1
Cc1cc(OCC(=O)N(C(C)C)C(C)C)cc(C)c1Br	17	12	32	10	2	28	-8	10	11	-1	-6
CC12COC3(C(=O)Nc4nccs4)CC1CCC32C (stereo not drawn)	8	-8	1	3	-15	13	-9	-14	-11	-1	-4
CCCCC(=O)Nc1ccc(NC(=O)C2CC2)nc1	0	-6	-9	-4	1	9	-26	-13	11	-1	0
CCN1CCN(C(=O)C2CCN(S(=O)(=O)c3cc(Cl)ccc3Cl)CC2)CC1	10	-1	-4	-2	6	-5	10	0	-7	1	37
COc1ccccc1N1CCN(C(=O)C(Cc2ccccc2)NC(=O)C2CCCCC2)CC1 (stereo not drawn)	18	25	-6	9	0	14	-11	2	1	8	-5
CN(c1ccccc1C(=O)N1CCN(c2ccccc2F)CC1)S(=O)(=O)c1ccccc1	-18	2	-6	-17	7	4	-5	13	25	10	3
CCOC(=O)c1ccc(NC(=O)CCn2nnc3ccccc32)cc1	-15	1	-19	0	-20	-45	-18	8	6	-6	-6
O=C(O)c1c2c(nc3ccccc13)/C(=C/c1c(F)cccc1F)CCC2	3	10	-31	-4	-8	10	41	-7	2	-1	-3
CCOC(=O)c1ccc(NC(=S)NN)cc1	0	6	5	-8	-7	-8	-4	-10	-21	5	-12
COc1ccc(/C=N/NC(=O)c2[nH]c3ccc(Cl)cc3c2-c2ccccc2)c(C(=O)O)c1OC	-24	11	7	8	0	-3	24	6	2	2	-2
Cc1ccc(Cl)cc1N1CCN(C(=O)c2ccc(NS(=O)(=O)c3c(C)noc3C)cc2)CC1	-4	-22	5	-15	-5	18	11	15	4	2	7
S=C(NN=C(C1CC1)C1CC1)Nc1ccccc1	-72	-20	-60	6	-62	-50	-36	-49	-7	11	-2
CCN1C(=O)C(CC(=O)NCCc2ccccc2)N(NC(=O)c2ccc(Br)cc2)C1=S (stereo not drawn)	10	13	-4	-6	8	1	-10	-17	-7	-3	5
Cc1ccc(-n2nc(C(=O)N3CCN(C)CC3)c3c4ccccc4n(C)c3c2=O)cc1	-13	0	21	-6	1	-13	-12	15	-1	13	5
COCC(=O)N(Cc1cc2cc(OC)ccc2[nH]c1=O)c1ccccc1	-19	-9	6	14	-8	-10	-12	6	-9	-2	-4
CCCS(=O)(=O)NC(=O)C1(C)CCCN(C(=O)COc2ccc(Cl)cc2Cl)C1 (stereo not drawn)	6	-10	-6	-6	13	-6	-5	2	-7	-17	.
C#CC(C)OC(=O)Nc1cnccc1C(F)(F)F (stereo not drawn)	-1	6	17	14	-18	-3	-2	-17	-23	13	9
CC[C@@H](C)[C@@H](C(=O)N1CCN(C(=O)OC(C)(C)C)CC1)n1cc(CCC(=O)O)nn1	7	-9	-22	20	-30	-7	7	-15	-22	7	4
O=C(Nc1cccc(Cc2ccccc2)c1)Nc1cccc2[nH]c([C@@H]3O[C@H](CO)[C@@H](O)[C@H](O)[C@H]3O)nc12	-2	-7	-3	4	-35	-15	-5	-1	-24	28	.
Cc1ccnc(NC(=O)Cn2c(=O)oc3ccccc32)c1	-11	-4	-15	5	-30	-24	8	-20	-8	-5	-7
COc1ccc([N+](=O)[O-])cc1N(CC(=O)N(C)C)S(C)(=O)=O	5	-63	19	3	-12	20	11	-12	-5	-8	-3
Cc1ccccc1C(=O)c1cccn1CC(=O)NCc1ccccc1Cl	-12	-20	-27	6	-70	-40	-86	-29	-11	-5	-32
CC1(C(=O)NS(=O)(=O)c2cccc(F)c2)CCN1C(=O)c1ccccc1 (stereo not drawn)	4	-10	10	-11	-1	1	-11	-12	5	-11	.
COc1ccc(C2C(C#N)=C(N)OC3=C2C(=O)CC(C)(C)C3)cc1 (stereo not drawn)	34	5	4	14	7	0	-3	1	-6	3	0
C=CCSC1=N/C(=C\c2ccc(C(=O)O)cc2)C(=O)S1	-6	0	19	11	6	-11	-5	-2	-11	10	-9
CCn1c(=O)c([N+](=O)[O-])c(N2CCN(Cc3ccc4c(c3)OCO4)CC2)c2ccccc21	15	31	1	9	11	15	39	5	2	-4	17
CCOc1cc(/C=N/NC(=O)c2ccncc2)ccc1OS(C)(=O)=O	3	0	5	-5	-5	6	3	2	2	0	-7
O=S(=O)(NC1CCCCC1Sc1ncccn1)c1ccc(Cl)cc1 (stereo not drawn)	-1	-4	11	-8	16	16	-7	6	-2	-10	-6
O=C(Oc1ccccc1)c1cccc(COC(=O)c2cnccn2)c1	-4	4	7	4	4	-82	-25	9	-3	-12	-1
O=C(CC1CCCC1)NNC(=O)c1ccc(F)cc1	-20	8	-10	22	-171	-5	-23	-10	6	-6	-5
Cc1ccc(-n2c3nc(=O)[nH]c(=O)c-3cc3cc([N+](=O)[O-])ccc32)cc1	-6	22	7	-12	8	0	37	25	3	-7	-2

6 of the entries above in order of the CF NFkB block value, low to high:
mol	NR2F2 inh	TWEAK-Fn14 inh	NCOA3 inh	SRC1 inh	Shn3 inh set2	LRH-1 inv ag	CF NFkB block	EBV LMP1 NFkB
C=CCSC1=N/C(=C\c2ccc(C(=O)O)cc2)C(=O)S1	-6	0	19	6	-11	-2	-11	-9
COc1ccc(C2C(C#N)=C(N)OC3=C2C(=O)CC(C)(C)C3)cc1 (stereo not drawn)	34	5	4	7	0	1	-6	0
O=C(Oc1ccccc1)c1cccc(COC(=O)c2cnccn2)c1	-4	4	7	4	-82	9	-3	-1
O=S(=O)(NC1CCCCC1Sc1ncccn1)c1ccc(Cl)cc1 (stereo not drawn)	-1	-4	11	16	16	6	-2	-6
Cc1ccc(-n2c3nc(=O)[nH]c(=O)c-3cc3cc([N+](=O)[O-])ccc32)cc1	-6	22	7	8	0	25	3	-2
O=C(CC1CCCC1)NNC(=O)c1ccc(F)cc1	-20	8	-10	-171	-5	-10	6	-5

Assay outcomes deposited in PubChem by several laboratories.

Only part of the results is shown, so the mix of outcomes need not match the whole.
